Screening data deposited in PubChem BioAssay by National Center for Advancing Translational Sciences (NCATS).
TGFb inhibitor: qHTS for Inhibitors of TGF-b; HepG2 CAGA-GFP TGF-b/SMAD3 reporter, GFP fluorescence, 18 h; TGF-beta stimulated, 500 pg/mL final; Potency, µM (titrated, usually from 46.1 µM), inactives show top-dose activity, negative = inhibition, most hits filed as inhibitors; 410,000 tested, 1.2% active; AID 588855, 2011; further: potency means the concentration at half of the fitted maximal effect; on the % scale 0 is the no-effect control and ±100 the full control effect; nearly all actives have a fitted effect of over 65% in size
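GFP signal (ex488/em500-530) from TGF-beta-stimulated HEPG2 CAGA-GFP cells, 500 pg/mL final, 18 h at 37 degrees C in DMEM plus 1% FBS, normalized to unstimulated and DMSO-stimulated controls.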
Nrf2 activator: qHTS of Nrf2 Activators. AREc32 ARE-luciferase reporter (MCF7-derived line), luminescence, 24 h. Potency, µM (top dose mostly 46.1 µM), without a hit: at the highest dose activation, usual class: activators. 410,000 tested, 0.31% active; further: potency means the concentration at half of the fitted maximal effect; % of control where 0% means no effect; nearly all actives have a fitted effect of over 65% in size
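ARE-driven firefly luciferase activity in AREc32 cells measured after a 24 hr compound exposure at 37 deg C, using Steady-Glo reagent and a 30 min room-temperature hold.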
Abeta rescue: qHTS for compounds that reverse cellular toxicity of Amyloid beta (A-beta) peptide in yeast: Primary Screen. yeast expressing A-beta42, growth rescue, OD600, 48 h; response scale: 0% DMSO, 100% iron-clioquinol control. Potency, µM (top dose mostly 46.1 µM), for inactives: top-dose growth rescue, hits mostly activators. 410,000 tested, 0.063% active. AID 1347071, 2019; further: potency means the concentration at half of the fitted maximal effect; nearly all actives have a fitted effect of over 55% in size
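Growth rescue measured by 600 nm absorbance after 48 h yeast culture at 30 C with compound. Values normalized between DMSO and an equimolar ferric chloride plus clioquinol control.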
pAkt inh: HTS Assay for Inhibitors of Akt Phophorylation: Primary Screen | 360,000 tested, 0.32% active | Neuro2A IGF-stimulated pAkt S473 HTRF, 20 min; stronger effect = lower value | activity change, % for hits at 50 µM; in the data active means activity change below about -80%; inconclusive means mostly about -51% to -80%; further: on the % scale 0 is the no-effect control and ±100 the full control effect
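Neuro2A cells in DMEM with 0.5% FBS, overnight at 37 deg C, given compound at single 50 µM final, then IGF (6 nM final) for 20 min at 37 deg C. Lysed; phospho-Akt Ser473 by HTRF after 24 h, 665/615 ratio.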
Nrf2 block: Nrf2 qHTS screen for inhibitors; A549 ARE-Fluc reporter, luciferase luminescence, 18-24 h; Potency, µM (titrated, usually from 46 µM), inactives show top-dose activity change, negative = inhibition, usual class: inhibitors; 360,000 tested, 2.1% active; further: potency means the concentration at half of the fitted maximal effect; on the % scale 0 is the no-effect control and ±100 the full control effect; nearly all actives have a fitted effect of over 60% in size
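A549 ARE_Fluc cells, 5000/well, 5% FBS OPTI-MEM; compounds in dose-response, 18-24 h at 37 °C/5% CO2; CellTiter-Fluor viability read (Ex 405/Em 525), then BugLite luciferase luminescence = Nrf2 activity.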
A549 viability: Nrf2 qHTS screen for inhibitors: counterscreen for cytotoxicity | 390,000 tested, 0.16% active | A549 ARE-Fluc cells, CellTiter-Fluor viability, 18-24 h | Potency, µM (highest dose often 46 µM), without a hit: at the highest dose activity change, negative = cytotoxicity, usual class: inhibitors | AID 504648, 2011; further: potency means the concentration at half of the fitted maximal effect; on the % scale 0 is the no-effect control and ±100 the full control effect
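A549 ARE_Fluc cells in 5% FBS OPTI-MEM were exposed to compounds in concentration-response for 18-24 h at 37 deg C. Viability was read by CellTiter-Fluor fluorescence (Ex 405/Em 525) after 30 min, before the luciferase read.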
CCT modulator: High-Throughput Screening for Modulators of Cytosolic Chaperonin Activity | AID 651819, 2012 | purified chaperonin ATPase assay, HTRF ADP detection, 30 min | 360,000 tested, 0.3% active | activity change, % (no concentration beside the values), hits read low; in the data active means activity change below about -30%; further: on the % scale 0 is the no-effect control and ±100 the full control effect
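Enzyme 40 or 20 nM (batch-dependent) in Tris pH 7.4/KCl/MgCl2/DTT; cpd 76 uM single point; ATP 10 uM; 30 min 37 °C; Transcreener ADP HTRF detection, 30 min RT; ratio 665/615.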
HepG2 tox: qHTS for Inhibitors of TGF-b: Cytotox Counterscreen; HepG2 CAGA-GFP viability, ATP luminescence, 18 h; 410,000 tested, 0.76% active; AID 588856, 2011; Potency, µM (highest dose often 46.1 µM), for the others: at the top dose activity change, negative = cytotoxicity, usual class: cytotoxic; further: potency means the concentration at half of the fitted maximal effect; some results filed as inactive show a strong effect at the top dose
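CellTiter-Glo luminescence gave cytotoxicity after 18 hours at 37 degrees C. The cells were HepG2 CAGA-GFP in 1% FBS DMEM, stimulated with 500 pg/mL TGF-beta after compound addition. %Activity was normalised to no-cell wells (complete cell-killing) and DMSO (no toxicity), and curves were fitted and classified.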
Mm-Cpn inhibitor: Inhibitors of TCP-1 ring complex (TRiC) of Methanococcus maripaludis (MmCpn): qHTS; purified Mm-Cpn ATPase, ADP Transcreener TR-FRET; Potency, µM (titrated, usually from 76.9 µM), inactives show at the highest dose activity, negative = inhibition, most hits filed as inhibitors; 330,000 tested, 0.031% active; AID 504842, 2011; further: potency means the concentration at half of the fitted maximal effect; on the % scale 0 is the no-effect control and ±100 the full control effect; nearly all actives have a fitted effect of over 80% in size
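ATP (10 uM final) was added to archaeal chaperonin (25 nM final) after 10 min exposure to test compound at 37°C; after 30 min further incubation, ADP was detected by competitive TR-FRET.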
* marks the source's active call; other numbers are inactive results; i = inactive; u = inconclusive; x = no result given; & = joins results of further samples; [ ] = remark or other dose. Unless noted, the call rests on the fitted dose curve; in most records, active means well fitted curve in the direction sought with a large enough effect; inconclusive means small, poorly fitted or top-dose-only effect, or another doubt; inactive means no such curve, though single readings can be large; an effect the other way counts as inactive or inconclusive.

SMILES	TGFb inhibitor	Nrf2 activator	Abeta rescue	pAkt inh	Nrf2 block	A549 viability	CCT modulator	HepG2 tox	Mm-Cpn inhibitor
COc1cccc2sc(NN)nc12	-9%	9.4%	-30%	i	9%	-1%	4.5	-13%	-4%
Cc1ccc(NCC(=O)c2ccc([N+](=O)[O-])cc2)cc1	25%	4.2%	12%	i	1%	-24%	-3.6	-1%	0%
Nc1cc(C(=O)c2ccccc2)ccc1N1CCOCC1	-13%	0.7%	1%	i	0%	u	-1.3	-23%	3%
CCCC1SCC(C)(C)NC1=O (stereo not drawn)	0%	2.9%	5%	i	5%	2%	-0.6	-17%	x
COc1cc(NC(C(=O)Nc2cccc(C(C)=O)c2)c2ccccc2)cc(OC)c1OC (stereo not drawn)	0%	11%	9%	i	u	-2%	0.8	-1%	0%
CCOC(=O)NC(=O)CN1C(=O)NC2(CCc3ccccc32)C1=O (stereo not drawn)	4%	2.4%	-11%	i	0%	2%	2.5	11%	-7%
CCOc1ccc(S(=O)(=O)N(CC)CC(=O)N2CCCC2)cc1	7%	-0.7%	-9%	i	1%	9%	-0.1	4%	2%
CN(C)C(=O)CSc1nnc(CCNC(=O)OC(C)(C)C)o1	3%	0.4%	-3%	i	2%	x	-18	-23%	0%
O=C(CNS(=O)(=O)/C=C/c1ccccc1)OC1CCOC1=O (stereo not drawn)	-1%	0.0%	2%	i	-1%	-11%	-5.3	-5%	0%
CN1CCN(c2oc(-c3ccccc3)nc2S(=O)(=O)c2ccc(Br)cc2)CC1	-20%	-0.5%	-8%	i	-13%	-1%	-2.8	-27%	2%
COc1cc(/C=N/NC(=O)CCn2nnc3ccccc32)ccc1O	-2%	5.5%	0%	i	-2%	0%	-8.7	-2%	0%
Cc1ccc(Sc2c(C)nn(C(=O)c3ccc(Br)cc3)c2C)cc1	-14%	0.1%	10%	x	2%	1%	x	-27%	x
O=C(NC(=S)Nn1cnc2c(cnn2-c2ccccc2)c1=O)c1ccccc1	-17%	4.5%	12%	i	-9%	-14%	0.1	8%	1%
Cn1c(SCC(=O)Nc2ccc(Cl)cc2)nc(O)cc1=O	-21%	0.4%	-5%	i	2%	8%	-2.9	-20%	-3%
CCN(CC)S(=O)(=O)c1ccc(N2CCOCC2)c(NC(=O)c2[nH]c(C)c(C(C)=O)c2C)c1	-4%	18%	1%	i	u	4%	-0.4	-27%	2%
COc1ccccc1-c1nnc(SCCN2CCOCC2)n1-c1ccc(C)cc1	1%	-0.6%	3%	i	-4%	-2%	-2.5	-2%	-1%
O=C(C1=C[C@@H](c2ccc(Br)cc2)C[C@@H](OCCCCO)O1)N1CCN(Cc2ccccc2)CC1	-21%	0.3%	13%	i	u	u	0.1	-6%	x
O=C(OCc1cc(=O)n2nc(-c3cccs3)sc2n1)c1cccc(Cl)c1	8%	3.9%	-14%	x	11%	0%	x	4%	x
CSc1nc2sc3c(c2c2nnnn12)CCCC3	4%	-0.6%	-14%	i	x	13%	-1.2	4%	-11%
C=CCn1c(C(C)(C)C)nc2ccccc21	0%	-0.3%	-2%	i	-17%	10%	-0.9	-2%	-2%
Cn1c(=O)c2c(nc(Sc3ccccc3N)n2C)n(C)c1=O	-9%	3.7%	15%	i	-2%	-15%	0.3	-9%	0%
CCOC(=O)c1sc(=NC(=O)c2ccccc2)n(C)c1C	10%	u	-11%	i	u	0%	0.5	-2%	u
CC1=NN(C2=NS(=O)(=O)c3ccccc32)C(C)(O)C1 (stereo not drawn)	0%	1.7%	7%	i	-1%	-11%	-2.4	-6%	0%
COc1ccc(NC(=O)c2oc3cc(C)c(C)cc3c2C)c(OC)c1	9%	0.4%	18%	i	x	20%	-3.9	2%	-1%
CC(CCc1ccccc1)NC(=O)CSc1ccccc1 (stereo not drawn)	-4%	-0.1%	0%	i	-5%	9%	1.8	5%	2%

Arranged by length of the SMILES (low to high): five of the compounds above
SMILES	TGFb inhibitor	Nrf2 activator	Abeta rescue	pAkt inh	Nrf2 block	A549 viability	CCT modulator	HepG2 tox	Mm-Cpn inhibitor
Nc1cc(C(=O)c2ccccc2)ccc1N1CCOCC1	-13%	0.7%	1%	i	0%	u	-1.3	-23%	3%
CN(C)C(=O)CSc1nnc(CCNC(=O)OC(C)(C)C)o1	3%	0.4%	-3%	i	2%	x	-18	-23%	0%
CC1=NN(C2=NS(=O)(=O)c3ccccc32)C(C)(O)C1 (stereo not drawn)	0%	1.7%	7%	i	-1%	-11%	-2.4	-6%	0%
COc1ccc(NC(=O)c2oc3cc(C)c(C)cc3c2C)c(OC)c1	9%	0.4%	18%	i	x	20%	-3.9	2%	-1%
COc1cc(NC(C(=O)Nc2cccc(C(C)=O)c2)c2ccccc2)cc(OC)c1OC (stereo not drawn)	0%	11%	9%	i	u	-2%	0.8	-1%	0%

(continued)
SMILES	TGFb inhibitor	Nrf2 activator	Abeta rescue	pAkt inh	Nrf2 block	A549 viability	CCT modulator	HepG2 tox	Mm-Cpn inhibitor
Cc1cc(C)cc(C(=O)Nc2c(C(=O)Nc3ccccc3F)oc3ccccc23)c1	1%	-0.8%	-7%	x	6%	0%	x	-16%	x
CCN(CC)C(=O)C1=C(C)Nc2nc3ccccc3n2C1c1ccc(Br)cc1 (stereo not drawn)	0%	-0.6%	-2%	x	-5%	3%	x	-2%	x
CC(C)CCn1nnnc1C(c1ccc(F)cc1)N1CCN(C(=O)c2ccco2)CC1 (stereo not drawn)	-10%	-0.8%	6%	i	-6%	-2%	-1.4	-6%	1%
O=C(NC1CCSc2ccccc21)c1ccc(C(F)(F)F)cc1 (stereo not drawn)	-6%	0.0%	1%	i	2%	12%	-0.4	-12%	4%
Cc1cc(C)cc(Nc2ncnc3sc4c(c23)CCCC4)c1	9%	-1.0%	-18%	x	x	26%	x	-16%	x
CCN(C(=O)c1ccc(S(=O)(=O)N(C)C)cc1)C(C)C(=O)Nc1ccc(C)cc1 (stereo not drawn)	-14%	2.9%	-4%	i	u	3%	-3.6	-3%	0%
Cc1noc(C)c1COC(=O)c1cccnc1SCC(=O)Nc1ccc2c(c1)OCO2	-7%	2.3%	-2%	i	16%	10%	-0.6	-20%	-5%
Cc1ccc(S(=O)(=O)CCC(=O)OCc2nnc(-c3ccccc3Br)o2)cc1	5%	1.5%	9%	i	11%	1%	-1.7	3%	-1%
Cc1cccc(NC(=O)C2CCN(S(=O)(=O)c3cccc4nsnc34)CC2)c1	u	-0.6%&-0.4%	-14%&-5%	i	u	1%&6%	-3.2	-21%&2%	0%
CCN1CCN(c2cc(C)c3cc(NC(=O)Cc4ccccc4OC)ccc3n2)CC1	3%	-0.6%	2%	i	2%	8%	-1.0	-29%	0%
Nn1cc(-c2ccccc2)nc1SCC(=O)NCCc1ccccc1	-30%	3.3%	-3%	i	-13%	9%	-0.4	-22%	-3%
CC1CC(C)CN(C(=O)c2ccc(NC(=O)c3ccc(=O)[nH]c3)cc2)C1 (stereo not drawn)	0%	-0.8%	-6%	i	1%	0%	-2.2	6%	2%
Cc1csc(SCC(=O)NC(C)c2ccc(F)cc2)n1 (stereo not drawn)	8%	-1.1%	-16%	i	u	11%	-0.3	-4%	2%
CCOC(=O)N1CCN(C(=O)C2CCN(S(=O)(=O)c3ccc(OC)cc3)CC2)CC1	-2%	-1.1%	6%	i	-15%	1%	0.0	-2%	-3%
Fc1ccc2c(c1)C1C=CCC1C(c1cc3c(cc1Br)OCO3)N2 (stereo not drawn)	u	0.2%	-27%	i	u	u	-3.0	-28%	-3%
CCN(CC1CCCN(CCc2cccc(OC)c2)C1)C(=O)c1ccoc1C (stereo not drawn)	-25%	-0.8%	-3%	i	-3%	-1%	-2.5	2%	2%
Cc1ccc(NC(=O)COc2ccccc2)cc1S(=O)(=O)N1CCCCC1	-3%	0.3%	0%	i	x	x	-2.9	2%	x
Cc1c(O)ccc2c(-c3ccccc3)cc(=O)oc12	-12%	-1.1%	9%	i	4%	11%	0.2	-23%	-3%
COC(CN(C)C(=O)C1CCC(CNS(=O)(=O)c2ccccc2)CC1)OC (stereo not drawn)	13%	-0.9%	7%	i	6%	9%	-0.5	1%	1%
Cc1oc2cc([N+](=O)[O-])c(O)c([N+](=O)[O-])c2c1C(=O)c1ccc(Cl)cc1	-30%	4.2%	-83%[inhibitor]	i	u	-23%	-0.2	-46%	3%
CCCN1CCN(CC(=O)Nc2nnc(CC)s2)CC1	-14%	-0.1%	-20%	i	20%	7%	-4.5	-1%	-1%
COC(=O)[C@@]12CCCN1[C@H](c1ccc(-c3cccc(Cl)c3)c(OC)c1)[C@H]1C(=O)N(C)C(=O)[C@H]12	1%	5.2%	-14%	i	19%	-6%	0.1	-8%	-25%
COc1ccc(Nc2cc(Nc3ccc(OC)cc3)ncn2)cc1	4%	0.7%	0%	i	-3%	-2%	0.7	9%	u
O=S(=O)(Nc1cccnc1)c1cccc2ccccc12	0%	x	x	x	-21%	-9%	x	0%	x
Cc1cc(=O)[nH]c(SCC(=O)Nc2ccc(F)c([N+](=O)[O-])c2)n1	-1%	7.7%	-1%	i	-20%	0%	0.7	0%	-2%
COc1ccc(-n2c(=O)c3ccccc3n(CC(=O)NC3CCCC3)c2=O)cc1	-8%	-0.6%	-10%	-105%*	x	-14%	-0.5	0%	-2%
